# From PubChem
# hgDAF12 agonist: hgDAF-12 agonism, primary luciferase screen; activation, % at 6.8 µM; actives 1.8% (n = 370,000); HEK293 GAL4-hgDAF12 UAS-luciferase reporter, agonist luminescence; normalized to butyrate control;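 active means activation above a cutoff set at the mean of all screened compounds plus 3 SD, cut at about 10% in these data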;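 further: 0% = DMSO wells and 100% = sodium butyrate wells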
# ssDAF-12 act: S. stercoralis DAF-12 activation, primary screen. AID 652126. HEK293 ssDAF-12/GRIP1 lit1-tk-luc reporter, luminescence; % of 3 µM dafachronic acid response. activation, % at 6.8 µM. actives 1% (n = 370,000);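 active means activation above the mean over all tested compounds plus 3 SD, cut at about 0.9% in these data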;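 further: 0% = DMSO-only wells and 100% = 3 µM delta7-dafachronic acid wells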
# DAX1 inh-1: inhibitors of DAX1 repression of SF-1 activated StAR promoter; HEK293T StAR-luciferase reporter, SF-1/DAX-1 repression relief; inhibition, % at 6.8 µM; actives 1.1% (n = 370,000); AID 652010;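 active means inhibition above the mean over all tested compounds plus 3 SD, cut at about 3.6% in these data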;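 further: 0% = DAX-1 cells with DMSO and 100% = cells lacking DAX-1 with DMSO; higher inhibition means more luminescence from relief of DAX-1 repression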
# hcDAF-12 act: activates DAF-12 receptor from parasite H. contortus. HEK293 hcDAF-12 lit1-tk-luc reporter, luminescence; 0% DMSO, 100% Δ7-dafachronic acid. actives 1.4% (n = 370,000). activation, % at 6.8 µM. AID 652067;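 active means activation above the mean of all tested compounds plus 3 SD, cut at about 5.5% in these data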;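 further: 100% = response to 3 µM Δ7-dafachronic acid high control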
# sPLA2-III inh: Inhibits HGIII-sPLA2 liposome hydrolysis, primary screen | QFRET BODIPY PC-A2 liposome hydrolysis, fluorescence | actives 0.56% (n = 370,000) | inhibition, % at 12.2 µM;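 active means inhibition above mean plus 3 SD of compounds lying within the high and low control bounds, cut at about 19% in these data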;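 further: 0% = median of test compound wells and 100% = no enzyme DMSO wells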
# SMARCA2 act: activators of SMARCA2 function; actives 1% (n = 370,000); AID 652017; MG213 cells, MMTV-luciferase reporter, dexamethasone, overnight; activation, % at 9.1 µM; in the data active means activation above about 7.8%;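 further: 0% = vehicle wells and 100% = reference activator wells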
# DAX1 inh-2: NR0B1 (DAX1) inhibition; P51843; inhibition, % at 6.75 µM; actives 0.99% (n = 340,000); HEK293 Gal4-DAX1 luciferase reporter, luminescence; AID 504766;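 active means inhibition above the mean over all tested compounds plus 3 SD, cut at about 4.2% in these data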;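 further: 0% = DAX1-transfected cells with DMSO and 100% = empty-vector control cells with DMSO; inhibition shows as a rise in luminescence from relieved DAX1 repression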
# GC-A act: GC-A (human) enzyme activation. actives 0.14% (n = 370,000). activation, % at 10 µM. P16066. HEK293 GC-A cells, cGMP TR-FRET, EC30 ANP; 0% at EC30 ANP, 100% saturating ANP; in the data active means activation above about 40%
# Target sequence (P16066 whole entry, looked up): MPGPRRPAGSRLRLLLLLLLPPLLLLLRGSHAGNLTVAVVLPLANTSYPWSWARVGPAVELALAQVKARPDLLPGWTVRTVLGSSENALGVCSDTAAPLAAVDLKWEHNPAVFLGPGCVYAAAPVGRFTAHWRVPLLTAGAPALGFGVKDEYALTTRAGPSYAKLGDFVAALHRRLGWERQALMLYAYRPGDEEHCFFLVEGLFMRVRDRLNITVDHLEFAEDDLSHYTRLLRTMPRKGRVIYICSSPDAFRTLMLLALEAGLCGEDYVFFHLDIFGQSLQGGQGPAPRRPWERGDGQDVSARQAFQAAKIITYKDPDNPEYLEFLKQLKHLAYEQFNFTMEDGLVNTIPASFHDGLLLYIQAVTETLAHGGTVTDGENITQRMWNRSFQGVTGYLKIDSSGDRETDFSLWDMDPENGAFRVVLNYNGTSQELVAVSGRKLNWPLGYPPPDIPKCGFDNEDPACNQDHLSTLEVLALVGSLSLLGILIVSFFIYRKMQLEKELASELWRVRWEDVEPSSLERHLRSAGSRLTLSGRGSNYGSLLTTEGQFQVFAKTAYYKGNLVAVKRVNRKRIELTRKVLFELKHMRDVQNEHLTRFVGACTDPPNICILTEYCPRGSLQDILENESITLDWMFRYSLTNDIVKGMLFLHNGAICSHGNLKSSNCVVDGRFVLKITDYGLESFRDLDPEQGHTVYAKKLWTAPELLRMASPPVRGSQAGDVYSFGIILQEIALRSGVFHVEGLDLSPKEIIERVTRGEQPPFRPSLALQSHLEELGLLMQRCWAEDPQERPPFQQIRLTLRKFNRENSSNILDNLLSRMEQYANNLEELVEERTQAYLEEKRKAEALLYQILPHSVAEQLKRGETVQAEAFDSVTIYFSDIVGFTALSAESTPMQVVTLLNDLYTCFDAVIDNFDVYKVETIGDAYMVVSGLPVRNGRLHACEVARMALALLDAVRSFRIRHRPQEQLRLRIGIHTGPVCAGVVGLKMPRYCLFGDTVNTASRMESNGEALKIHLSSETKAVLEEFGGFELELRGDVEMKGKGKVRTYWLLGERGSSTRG
# GC-B act: GC-B (human) receptor activation; HEK293-GC-B cells, CNP EC30, cGMP TR-FRET; 0% at EC30 CNP, 100% saturating CNP; activation, % at 10 µM; actives 0.11% (n = 370,000); AID 1920062;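 active means activation at 10 µM reaching about 35% in either raw or pattern-adjusted values, limit read from the data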
# GAA850 FXN act: activators of GAA850 frataxin (FXN) promoter. actives 0.56% (n = 360,000). HEK293 lucGAA850 FXN promoter luciferase reporter, 24 h; percent of 10 µM SAHA response. activation, % at 6 µM;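 active means activation above the average of all compounds screened plus 3 SD, cutoff fixed separately per campaign, cut at about 7.5% in these data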;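 further: 0% = DMSO wells and 100% = 10 µM SAHA wells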
# proKLK7 act: activators of human kallikrein-7 zymogen; P49862; purified proKLK7, EDANS-DABCYL substrate fluorescence; 100% is mature enzyme control, 0% vehicle; activation, % at 7 µM; actives 0.9% (n = 370,000);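 active means activation above the mean of all tested compounds plus 3 SD, computed per campaign excluding outliers beyond control limits, cut at about 13% in these data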
# An asterisk follows results filed as active; nt = no result given. Rows are unselected; about 6.7% have a hit in one of these screens.
entry	Molecule	hgDAF12 agonist	ssDAF-12 act	DAX1 inh-1	hcDAF-12 act	sPLA2-III inh	SMARCA2 act
1	COc1cc2ccccc2cc1C(=O)Nc1ccccc1C	8.0	1.3*	0.1	10*	11	2
2	CC1CCCCC1NC(=O)Cn1cnc2ccccc2c1=O (stereo not given)	-0.2	-1.3	0.1	-1.2	-3	1
3	COc1ccc([N+](=O)[O-])cc1NC(=O)Cc1ccccc1Cl	-4.2	-0.7	0.2	1.4	7	-3
4	COc1cc(OC)c(OC)cc1/C=N/Nc1nc2ccccc2[nH]1	-4.1	-0.9	-0.9	-2.5	10	-3
5	O=C(COc1ccc([N+](=O)[O-])cc1Cl)N1CCOCC1	-1.3	-0.8	0.4	-1.3	6	2
6	Cc1ccc(S(=O)(=O)CCSc2nc(C)cc(C)c2C#N)cc1	-0.2	-0.9	-0.1	-0.7	-3	0
7	CCCCN(CCCC)S(=O)(=O)c1ccc(NC(=O)Cc2cccs2)cc1	-5.0	-2.1	-1.7	-3.9	-33	-6
8	COC(=O)Nc1nn(-c2ccc(OC)cc2)c(=O)c(C#N)c1C	-0.7	-1.4	-0.6	0.5	-6	0
9	Cn1cc(CNCc2ccccc2OCC(O)CN2CCc3ccccc3C2)cn1 (stereo not given)	-0.8	-1.0	0.2	-0.9	0	2
10	CC1=C(C(=O)NCc2ccc(Cl)cc2)C2(CCC(C)CC2)OC1=O (stereo not given)	-2.3	-0.5	-1.1	-2.3	-1	-5
11	Cc1cc(=O)oc2c3c(cc(OCC(=O)NCCN4CCOCC4)c12)OC(C)(C)CC3	-1.9	-1.0	0.7	-0.4	2	-2
12	Cc1cccc(C)c1NC(=O)C(c1cccc2ccccc12)n1c(=O)c(-c2ccco2)nc2ccccc21 (stereo not given)	1.6	0.7	0.9	2.4	7	2
13	COc1ccc(-c2nc(N)n(S(=O)(=O)c3ccc(C)cc3)n2)cc1	-1.2	-0.8	-0.7	-2.3	-19	-1
14	CC(C)C(c1nnnn1C1CCCCC1)N1CCN(C(=O)c2ccco2)CC1 (stereo not given)	1.0	-1.2	-0.3	-0.2	1	0
15	COc1ccc(O)c(/C=N/N2CCCCC2)c1	9.1	-0.9	0.5	0.5	-4	5

entry	DAX1 inh-2	GC-A act	GC-B act	GAA850 FXN act	proKLK7 act
1	3.9	-4	-2	3.7	-23
2	0.5	4	4	-1.9	-0.3
3	-0.4	0	3	1.7	0.2
4	-2.4	4	-2	0.6	-4.2
5	-1.7	3	2	-2.8	-0.2
6	-1.9	-3	-3	3.2	-0.5
7	-1.3	0	-1	0.0	-0.6
8	-0.5	2	1	-1.4	0.3
9	1.2	-5	-9	0.6	-0.3
10	1.1	0	-2	0.2	0.1
11	0.4	-2	-9	2.8	34*
12	nt	-10	-5	nt	-0.5
13	-0.6	3	3	0.3	0.1
14	1.0	4	-3	-0.7	-0.6
15	2.6	-4	-1	3.5	-0.7

# Full records, looked up by structure.
# Entry for Cn1cc(CNCc2ccccc2OCC(O)CN2CCc3ccccc3C2)cn1 (stereo not given) : hgDAF12 agonist = -0.8; ssDAF-12 act = -1.0; DAX1 inh-1 = 0.2; hcDAF-12 act = -0.9; sPLA2-III inh = 0; SMARCA2 act = 2; DAX1 inh-2 = 1.2; GC-A act = -5; GC-B act = -9; GAA850 FXN act = 0.6; proKLK7 act = -0.3
# Entry for CCCCN(CCCC)S(=O)(=O)c1ccc(NC(=O)Cc2cccs2)cc1 : hgDAF12 agonist = -5.0; ssDAF-12 act = -2.1; DAX1 inh-1 = -1.7; hcDAF-12 act = -3.9; sPLA2-III inh = -33; SMARCA2 act = -6; DAX1 inh-2 = -1.3; GC-A act = 0; GC-B act = -1; GAA850 FXN act = 0.0; proKLK7 act = -0.6

# (cont.)
entry	Molecule	hgDAF12 agonist	ssDAF-12 act	DAX1 inh-1	hcDAF-12 act	sPLA2-III inh	SMARCA2 act
16	O=C1CN(C(=O)CSc2ccccn2)c2ccccc2N1	3.1	0.2	0.2	-0.3	0	-1
17	Cc1ccc(C(=O)CCC2CCCCC2=O)cc1 (stereo not given)	6.0	-0.9	2.8	0.2	3	3
18	COc1ccc(OC)c(NC(=O)c2cc3oc4ccccc4c3cc2O)c1	2.6	-0.3	0.4	2.5	-9	-1
19	COc1ccc(NC(=O)CN2C(=O)S/C(=C/c3cccn3-c3ccc(C(=O)O)cc3)C2=O)cc1	0.7	-0.5	0.1	2.0	-6	-2
20	Cc1c(NC(=O)CN2CCCC(C)C2)ccc2nsnc12 (stereo not given)	2.1	-2.3	-1.6	-2.0	5	2
21	CC(=O)Nc1nnc([N+](=O)[O-])s1	-2.4	-1.0	-2.0	0.6	-7	-3
22	COc1ccc(C=C(C(=O)c2ccccc2)C(=O)c2ccccc2)cc1	14*	-0.7	1.9	0.9	-6	3
23	Cc1ccc(NC(=S)NNC(=O)c2cccc([N+](=O)[O-])c2)cc1Cl	1.2	-1.4	1.0	0.8	18	0
24	CC(C)C(=O)NCCc1nc(-c2ccccc2Cl)no1	3.8	-1.2	0.1	-2.0	6	0
25	COc1ccc(CCC(=O)Nc2ccc(Br)cn2)cc1	2.2	-0.9	-1.3	-0.5	5	-2
26	O=C(COc1ccc([N+](=O)[O-])cc1)NNC(=O)Nc1ccccc1F	0.9	-0.8	1.4	-0.5	-10	-1
27	O=C(NCC1CC1)C1(C(F)(F)F)CC(CCc2ccccc2)CCCO1 (stereo not given)	-1.3	-1.5	-0.2	-2.7	4	-1
28	O=C(Nc1ccccc1)c1cc2ccccc2[nH]1	10	-0.6	0.4	1.6	-7	2
29	COc1ccc(/C=C2\C(=O)ON=C2c2cccc([N+](=O)[O-])c2)cc1	3.8	-1.1	-0.3	-0.1	-2	-3
30	COCCn1nnnc1CN(CCc1ccccc1)Cc1cc2cc(OC)ccc2[nH]c1=O	-0.7	-1.4	-0.1	-1.2	-9	-1

entry	DAX1 inh-2	GC-A act	GC-B act	GAA850 FXN act	proKLK7 act
16	0.8	2	-4	1.2	0.4
17	1.2	4	0	-0.5	-0.1
18	0.3	7	-2	0.0	-0.5
19	2.8	-3	-1	-0.1	-0.1
20	-0.1	1	-1	0.8	2.3
21	-1.3	1	4	0.9	0.7
22	nt	-5	-5	nt	0.2
23	2.5	9	1	-1.9	0.7
24	0.4	-1	4	-0.8	-0.2
25	-0.1	2	-1	1.3	0.0
26	-0.1	2	-1	2.3	0.8
27	-2.2	1	4	0.8	-0.2
28	4.2	-1	-15	3.6	0.3
29	nt	9	2	nt	0.0
30	1.1	-1	-4	1.4	2.7

# Continuation:
entry	Molecule	hgDAF12 agonist	ssDAF-12 act	DAX1 inh-1	hcDAF-12 act	sPLA2-III inh	SMARCA2 act
31	Cc1ccccc1Nc1nc(N)nc(COC(=O)c2ccc([N+](=O)[O-])o2)n1	1.3	-1.3	-1.7	-0.8	2	0
32	COc1ccc(N2CCN(C(=O)COC(=O)c3ccc(-n4nc(C)cc4C)cc3)CC2)cc1	2.3	-0.7	-1.4	-0.1	6	-4
33	Cc1cc(=O)[nH]c(N/N=C/c2ccc(C)o2)n1	-0.8	0.6	-0.2	3.3	-4	1
34	Cc1nn(Cc2ccc(F)cc2)c(C)c1NC(=O)c1noc2c1CCc1ccccc1-2	-0.5	-1.6	0.8	-1.9	-4	-5
35	CCc1ccc(Nc2nnc(SCC(=O)NCCN3C(=O)CSC3=O)s2)cc1	12*	-0.4	1.4	2.3	-23	4
36	Cc1ccc(-n2c(N)c(C(=O)N3CCN(C)CC3)sc2=S)cc1	1.4	-0.5	0.9	0.6	9	-3
37	Nc1nc(SCc2ccc(Br)cc2)[nH]c(=O)c1-c1ccccc1	2.3	-1.7	0.9	-1.5	-6	2
38	Cc1ccccc1-n1ncc2c1CC(C)(C)CC2NC(=O)CSc1ccncc1 (stereo not given)	-1.0	-0.6	1.6	-1.7	7	0
39	NC(=S)Nc1cccc2cnccc12	0.0	-0.8	0.0	1.0	5	1
40	CCOc1ccc(N=c2oc3cc(O)ccc3cc2C(=O)NCC2CCCO2)cc1 (stereo not given)	0.1	-2.3	-0.3	0.9	-1	-2
41	COc1ccc(N2CCN(CCNC(=O)c3nnc(Cc4c(F)cccc4Cl)o3)CC2)cc1	1.3	-0.9	0.1	-1.3	4	-2
42	N#C/C(C(=O)N1CCCCC1)=C1/N=C(NC(=O)c2ccc(F)cc2)c2ccccc21	2.9	-0.7	-0.1	1.6	1	0
43	O=C(C1CCN(c2nnc(N3CCCC3=O)s2)CC1)N1CCN(c2cccc(C(F)(F)F)c2)CC1	-2.2	-1.6	-1.9	0.2	5	-4
44	C#CCCCN([C@H](C(=O)OC)C(C)C)S(=O)(=O)c1ccc(F)cc1Br	0.1	-1.3	0.3	0.8	2	-4
45	N#C/C(=C\c1cccn1-c1ccccc1)C(=O)NC1CCCCC1	-0.7	-2.1	-2.9	-3.2	9	-5

entry	DAX1 inh-2	GC-A act	GC-B act	GAA850 FXN act	proKLK7 act
31	0.7	1	-9	-0.5	0.1
32	-1.1	0	5	2.2	-0.1
33	-0.8	2	-11	1.0	-0.4
34	-0.1	2	-2	-2.1	-0.2
35	-0.8	1	-3	3.3	0.3
36	0.3	7	5	-3.7	-1.1
37	0.0	-3	-2	0.1	0.3
38	0.7	-3	2	-0.1	0.3
39	-0.3	-4	-4	-3.1	0.6
40	0.4	0	2	0.1	5.8
41	0.3	4	2	-1.0	0.1
42	0.9	5	24	0.3	-0.2
43	-0.3	-2	3	1.4	0.1
44	nt	-2	-6	nt	-0.5
45	-0.4	-1	2	-2.0	1.2

# Continuation:
entry	Molecule	hgDAF12 agonist	ssDAF-12 act	DAX1 inh-1	hcDAF-12 act	sPLA2-III inh	SMARCA2 act
46	CC(=O)Nc1nc2c(s1)C(=O)NCC(C)(C)C2	-3.0	-1.3	-0.3	-2.1	13	-1
47	Cc1cnc(C(=O)OC(C)C(=O)Nc2ccc3c(c2)OCCO3)cn1 (stereo not given)	0.2	-0.6	0.1	0.3	-1	-3
48	CCN(CC)C1CCN(C(=O)c2cc(COc3ccccc3SC)on2)C1 (stereo not given)	0.2	-1.8	-0.2	-0.4	1	1
49	O=C(c1noc2c1CCCC2)N1CCc2c([nH]c3ccccc23)C1c1ccccn1 (stereo not given)	-1.8	-1.1	0.1	-2.9	-17	-1
50	C=CCN1C(=O)[C@H](CC(=O)NCC23CC4CC(CC(C4)C2)C3)[C@@]2(C(=O)OC)CCCCC=C12	-0.8	-1.4	0.1	-0.6	-3	-6
51	O=C(O)c1ccccc1C(=O)NCCCCCCNC(=O)c1ccccc1C(=O)O	-1.2	-1.0	-0.1	0.7	9	-2
52	CCN(C(=O)c1ccc(C)c(Br)c1)c1ccccc1	-2.0	-1.4	0.3	-2.0	-3	-1
53	COc1ccc(/C=C(/C#N)C(=O)NC2CCCCC2)cc1Br	-0.4	-0.9	-0.3	-0.5	-5	0
54	CN(C)C(=O)CSc1cnc2ccccc2n1	5.8	-0.5	0.3	3.1	7	0

entry	DAX1 inh-2	GC-A act	GC-B act	GAA850 FXN act	proKLK7 act
46	nt	1	3	-0.1	0.2
47	0.6	-3	3	2.5	0.4
48	0.7	12	2	-0.5	0.2
49	-1.2	2	8	1.7	0.1
50	nt	-1	1	nt	0.2
51	2.1	-1	4	0.0	0.1
52	-1.4	-32	-12	0.8	0.2
53	-1.3	2	-5	-1.5	-0.3
54	0.9	2	0	-0.9	0.7
